Compound activity from PubChem BioAssay.
TRPML3 agonist = human TRPML3 channel agonists, primary screen, cell-based, HEK293 TRPML3-YFP, Fluo-8 calcium fluorescence, 3 µM; 0.29% of 220,000 active; activation, % at 3 µM; 100% = the carbachol control signal; AID 1448, 2008;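 active = activation above its plate's cutoff, the mean activation of the plate's test wells plus 3 SD, cut at about 12% in these data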;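 also: 0% = DMSO only wells and 100% = carbachol wells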
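Test system: HEK293 cells stably carrying human TRPML3-YFP; Doses: single dose, 3 µM final nominal compound, 0.3% DMSO final; Schedule: dye loading 1 h 37 °C then 30 min ambient, 125 s read; Technique: Fluo-8 calcium fluorescence; Benchmarks: high control carbachol 87 µM, low control DMSO.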
TRPN1 ag = zebrafish TRPN1 channel agonists, primary screen, cell-based, HEK293, calcium fluorescence; transient receptor potential cation channel N1 (TRPN1/NompC), Danio rerio; HEK293 zebrafish TRPN1-YFP, Fluo-8 calcium fluorescence; 100% = response to 87 µM carbachol; AID 1424, 2008; 0.18% of 220,000 active; activation, % at 3 µM;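 active = activation above its plate's cutoff, the mean activation of test wells on that plate plus 3 SD, cut at about 19% in these data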;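 also: 0% = DMSO alone and 100% = 87 µM carbachol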
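Assay system: Zebrafish TRPN1-YFP in HEK293 cells | Incubation: Dye loading 1 h at 37 °C, then 30 min room temperature | Measured by: Kinetic Fluo-8 fluorescence, ex 470-495, em 515-575 nm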
Ba/F3 V617F tox = reduced viability of JAK2V617F-dependent Ba/F3 cells, primary screen, JAK2V617F inhibitor project, cell-based, Ba/F3 EpoR-JAK2V617F, luminescence; ATP luminescence; inhibition, % at 5.6 µM; 1.1% of 220,000 active;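 active = inhibition above the campaign mean plus 3 SD over all tested compounds, cut at about 24% in these data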;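 also: cytokine-independent growth of Ba/F3 cells driven by EpoR plus mutant JAK2; 0% = DMSO-treated cells and 100% = JAK inhibitor I control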
Wee1 degr inh = Wee1 degradation inhibitors, primary screen, cell-based, HeLa, Wee1K328M-luciferase, luminescence. reporter increase, % at 5 µM. HeLa Luc-Wee1K328M stability; 100% = proteasome inhibitor MG132 effect. AID 1321, 2008. 1.2% of 220,000 active. Wee1-like protein kinase (Homo sapiens), P30291;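 active = activation above the mean of all tested compounds plus 3 SD, set per screening run, cut at about 8.8% in these data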;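 also: cells exposed to compound for 20 h before luminescence read; 0% = DMSO alone and 100% = MG132 at 30 µM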
Target sequence (P30291 whole entry K328M): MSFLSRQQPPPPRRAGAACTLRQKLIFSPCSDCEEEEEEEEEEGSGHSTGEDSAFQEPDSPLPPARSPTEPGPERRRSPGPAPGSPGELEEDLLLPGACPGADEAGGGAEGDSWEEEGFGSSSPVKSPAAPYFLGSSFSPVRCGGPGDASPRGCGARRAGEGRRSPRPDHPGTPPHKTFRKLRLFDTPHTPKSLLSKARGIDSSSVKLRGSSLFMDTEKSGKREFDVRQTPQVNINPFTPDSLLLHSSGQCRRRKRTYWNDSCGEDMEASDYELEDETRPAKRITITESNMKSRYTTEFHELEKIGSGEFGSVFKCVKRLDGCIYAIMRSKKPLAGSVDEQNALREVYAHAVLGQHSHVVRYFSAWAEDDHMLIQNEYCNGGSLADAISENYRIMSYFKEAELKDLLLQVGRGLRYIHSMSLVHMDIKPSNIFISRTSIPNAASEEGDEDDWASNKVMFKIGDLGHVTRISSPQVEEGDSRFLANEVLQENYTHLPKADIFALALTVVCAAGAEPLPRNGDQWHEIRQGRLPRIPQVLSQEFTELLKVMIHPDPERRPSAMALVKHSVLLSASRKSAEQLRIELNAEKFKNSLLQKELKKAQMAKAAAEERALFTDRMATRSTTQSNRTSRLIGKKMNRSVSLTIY
BaF3 parental = parental Ba/F3 cell viability inhibition, counter-screen for JAK2V617F inhibitor project, murine pro-B, CellTiter-Glo luminescence. CellTiter-Glo ATP luminescence. inhibition, % at 5.6 µM. 1.1% of 220,000 active. AID 1486, 2009;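 active = inhibition above a per-campaign cutoff, the mean inhibition of all tested compounds plus 3 SD, cut at about 27% in these data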;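 also: 0% = DMSO wells and 100% = JAK Inhibitor I control wells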
RBBP9 inh = human RBBP9 inhibitors, primary screen, biochemical, fluorescence polarization, FP-Rh probe, HTS | recombinant RBBP9 | Serine hydrolase RBBP9 (Homo sapiens), O75884 | 0.2% of 220,000 active | AID 1515, 2009 | inhibition, % at 7.94 µM;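 active = inhibition above the campaign mean of all tested compounds plus 3 SD, cut at about 14% in these data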;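 also: plate controls were DMSO wells with RBBP9 for no effect and wells lacking RBBP9 protein for full effect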
Target sequence (O75884 whole entry, looked up): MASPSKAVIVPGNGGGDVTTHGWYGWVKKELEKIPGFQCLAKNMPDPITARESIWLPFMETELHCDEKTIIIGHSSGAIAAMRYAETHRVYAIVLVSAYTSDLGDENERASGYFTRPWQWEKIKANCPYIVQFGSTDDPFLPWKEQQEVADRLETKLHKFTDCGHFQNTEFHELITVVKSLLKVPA
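Controls: DMSO-treated enzyme wells and wells lacking RBBP9 | Material: RBBP9 protein | Technique: Fluorescence polarization | Replication: Single well per compound, no replicates | Buffer or medium: Tris-NaCl-Pluronic buffer, pH 8.0 | Timing: 30 min compound preincubation, 45 min probe labeling, 25 °C | Read-out basis: Percent inhibition from mP, scaled between DMSO and no-protein wells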
TNF death inh = inhibitors of TNF-alpha triggered necroptosis, primary screen, cell-based, Jurkat FADD-/-, single concentration | Jurkat FADD-/- TNF necroptosis rescue, ATP luminescence, 24 h; 0 = TNF only, 100 = no-TNF cells | activation (protection from cell death), % at 10 µM | 0.068% of 220,000 active;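 active = activation, meaning protection from cell death, of at least 50% relative to plate controls; inactive = activation below 50%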;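 also: necroptosis triggered by 40 ng/mL TNF-alpha added together with compound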
CHOP inhibitor = inhibitors of CHOP promoter induction, primary screen, cell-based, unfolded protein response, luciferase reporter | inhibition, % at 10 µM | CHO-K1 CHOP-promoter luciferase, tunicamycin-induced, 15-18 h | AID 2732, 2010 | 3.8% of 220,000 active;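 active = compounds that reduced the stress-induced luciferase reporter signal by more than about 70% of percent inhibition, limit read from the data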;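 also: 0% = tunicamycin plus vehicle and 100% = wells without tunicamycin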
PPC-1+TRAIL kill = compounds killing PPC-1 cancer cells with TRAIL present, primary screen, TRAIL potentiator project, ATPLite luminescence, uHTS. PPC-1 cells + TRAIL, ATPLite viability luminescence. cell killing (% activity), % at 4 µM. 0.41% of 220,000 active. AID 1443, 2008;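 active = cell killing above 50% in the first pass at 4 µM, then a duplicate retest at 5 µM averaging 50% or more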;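 also: plate controls were cells with TRAIL plus DMSO for no effect and medium-only wells lacking cells for full effect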
Active calls of the source: *; . = no result given.

SMILES	TRPML3 agonist	TRPN1 ag	Ba/F3 V617F tox	Wee1 degr inh	BaF3 parental	RBBP9 inh	TNF death inh	CHOP inhibitor	PPC-1+TRAIL kill
CCNC(=O)NC(C(=O)OC)C12CC3CC(CC(C3)C1)C2 (centres undefined)	1.0	0.1	-4	-2	-1	-5	-1.1	-22	5
Cc1[nH]c2ccccc2c1C(=O)CN1CCCCC1CCO (centres undefined)	0.0	0.9	4	1	8	-9	-7.4	1	17
Cc1ccccc1C(=O)c1cccn1CC(=O)NCc1ccc2c(c1)OCO2	0.0	-1.4	-4	5	4	-3	0.4	-14	15
O=C(Nc1ccc(Cl)cc1)c1cc2nc(C3CC3)cc(C(F)(F)F)n2n1	0.5	-0.1	-5	-4	-1	-4	1.2	-56	25
CC1CN(C(=O)COC(=O)c2nn(-c3ccccc3)c(=O)c3ccccc23)CC(C)O1 (centres undefined)	-0.1	-0.5	5	-2	9	-6	-0.4	14	12
CCOC(=O)c1sc(-c2ccc(Cl)cc2Cl)nc1O	0.4	-0.1	-4	7	-1	-1	-0.2	9	10
CCOC(=O)c1c(-c2ccc(C)c(C)c2)csc1NC(=O)C1CC=CCC1C(=O)O (centres undefined)	-1.0	-1.2	-3	5	3	-11	-0.1	35	13
O=S(=O)(CCN1C=CC(C(F)(F)F)=NCC1)c1ccc(Cl)cc1Cl	0.5	-1.4	1	-3	-1	3	1.0	1	-4
CC1CCc2nc3ccc(S(=O)(=O)N4CCC(C(=O)N5CCCCCC5)CC4)cc3c(C(=O)O)c2C1 (centres undefined)	-0.1	0.5	3	1	12	-1	-0.2	-8	17
CCOC(=O)c1cnn(-c2nc(C)cc(C)n2)c1N	0.0	-0.3	7	0	7	-3	0.3	-31	17
CC(C)NS(=O)(=O)c1ccc(OCC(=O)NC(C)c2ccccc2)cc1 (centres undefined)	0.2	-0.1	2	-1	3	-9	-0.1	4	7
O=C(O)c1ccccc1-c1csc(-c2ccccc2)n1	0.6	-0.4	1	4	4	3	-0.9	-25	37
CNc1ncc(C(=O)C(C)(C)C)s1	0.3	-0.6	2	-2	6	-11	5.8	-23	22
CCOC(=O)C(NC(=O)NCc1cccc(C(F)(F)F)c1)(OCC)C(F)(F)F (centres undefined)	-0.6	-1.5	-2	-1	3	-11	1.7	38	10
Cc1ccc(C)c(N2CCN(C(=O)Cn3cccc3)CC2)c1	0.7	0.0	1	-1	6	-3	-0.2	29	-12
Cc1sc(NC(=O)Cc2ccc3c(c2)OCO3)nc1-c1ccc2c(c1)CCN2C(=O)c1ccccc1F	1.1	1.2	0	2	5	-5	1.4	55	10
CSc1cccc(NC(=O)CN(C2CCCCC2)S(C)(=O)=O)c1	0.6	0.3	-2	0	4	-5	0.2	31	-2
CSc1cccc(NC(=O)CN(c2ccccc2)S(=O)(=O)N(C)C)c1	0.0	-0.4	-5	6	-1	-8	-0.4	6	14
O=C(COC(=O)c1ccccc1NC(=O)c1ccco1)NC1CCS(=O)(=O)C1 (centres undefined)	0.7	1.7	-3	1	1	1	0.5	-15	31
CCNC(=O)C1CC(=O)N(Cc2ccc3c(c2)OCO3)C(=Nc2ccc(OCC)cc2)S1 (centres undefined)	0.4	0.1	1	-2	2	-11	-0.5	49	8
Cc1nn(C)c(Cl)c1CN1CCN(C2CCCCC2)C(CCO)C1 (centres undefined)	-0.1	0.8	-2	-4	-4	-3	1.2	-1	13
CCCN1C2CCCC1CC(NC(=O)c1ccccc1F)C2 (centres undefined)	1.3	4.5	-5	-3	-1	-15	0.7	2	-2
CCCOC(=O)C1=C(C)NC(=O)NC1c1ccc(Br)s1 (centres undefined)	-0.4	0.4	-3	8	6	2	-2.6	11	6
C/C(=N\NC(=S)NC1CCCCC1)c1c(F)cccc1F	-1.5	-2.0	2	0	16	0	-1.3	80*	3
CN(C)c1ccc(/C=N/c2cc(-c3ccccc3)nn2-c2ccccc2)cc1	-1.0	-0.8	1	-1	6	-3	2.7	13	36

Structural class: those above with a CF3 group.
SMILES	TRPML3 agonist	TRPN1 ag	Ba/F3 V617F tox	Wee1 degr inh	BaF3 parental	RBBP9 inh	TNF death inh	CHOP inhibitor	PPC-1+TRAIL kill
O=C(Nc1ccc(Cl)cc1)c1cc2nc(C3CC3)cc(C(F)(F)F)n2n1	0.5	-0.1	-5	-4	-1	-4	1.2	-56	25
O=S(=O)(CCN1C=CC(C(F)(F)F)=NCC1)c1ccc(Cl)cc1Cl	0.5	-1.4	1	-3	-1	3	1.0	1	-4
CCOC(=O)C(NC(=O)NCc1cccc(C(F)(F)F)c1)(OCC)C(F)(F)F (centres undefined)	-0.6	-1.5	-2	-1	3	-11	1.7	38	10

Other entries
SMILES	TRPML3 agonist	TRPN1 ag	Ba/F3 V617F tox	Wee1 degr inh	BaF3 parental	RBBP9 inh	TNF death inh	CHOP inhibitor	PPC-1+TRAIL kill
Cc1csc(NC(=O)C2CCC(C)(C(=O)O)C2(C)C)n1 (centres undefined)	0.5	-0.7	-2	-2	-1	-8	1.4	37	11
O=C(NNC(=O)C1CC(c2cccs2)=NO1)NC1CCCCC1 (centres undefined)	-0.1	-0.1	1	1	10	-3	-0.9	12	10
N=c1c2c(-c3ccccc3)c(-c3ccccc3)n(Cc3ccco3)c2ncn1Cc1ccco1	2.1	3.3	-3	-2	1	-6	-8.1	.	-3
CC(C)c1ccc2c(c1)CCC1C(C)(CN)CCCC21C (centres undefined)	1.5	1.6	96*	-4	79*	0	-31	102*	39
CC(=O)Nc1cc2c(cc1Br)OCCO2	0.2	0.3	-2	0	2	-5	0.4	-31	-3
COc1ccc(CN2CCCC(C(=O)c3ccc(Cl)cc3)C2)cc1Cn1cccn1 (centres undefined)	1.7	-0.7	1	3	4	8	0.5	31	17
CCN(CC)S(=O)(=O)c1ccc(NC(=O)c2ccccn2)cc1	2.3	2.8	4	-1	3	-7	0.0	35	0
O=C(Nc1ncc2c(n1)CC(c1ccco1)CC2=O)c1ccc(Cl)cc1 (centres undefined)	1.5	0.1	0	1	3	-5	-3.5	34	12
Cc1cccc(NS(=O)(=O)c2cc(NC(=O)CC(=O)c3ccc([N+](=O)[O-])cc3)ccc2C)c1	0.5	0.9	2	1	8	30*	0.7	93*	0
CCCCOc1ccc(NC(=S)Nc2cc(C)nc(SCCCC)n2)cc1	0.3	0.8	-3	4	6	-6	-0.4	62	24
COc1ccc(-c2cc3ccc(OCc4nn[nH]n4)cc3oc2=O)cc1OC	0.9	0.4	1	-2	3	0	-2.1	0	4
COC(=O)c1sc(SC)nc1N	-0.8	-1.8	-3	-3	1	-1	-1.6	-23	17
CCN(CC)C(=S)Sc1c(-c2ccccc2)c2cc(Cl)ccc2[nH]c1=O	0.0	-0.8	-4	-2	0	-2	-1.1	97*	6
CCn1c(SCC(=O)Nc2oc(-c3ccccc3)c(-c3ccccc3)c2C#N)nnc1-c1ccco1	1.1	-1.3	0	2	7	-4	-1.2	27	2
Cc1onc(-c2ccccc2Cl)c1C(=O)Nc1ccc(-c2nnc3n2CCCCC3)cc1	0.6	2.0	-1	-2	4	-6	-5.7	-5	-2
Cc1ccc2nc(C)c(C(=O)N/N=C/c3ccccc3[N+](=O)[O-])cc2c1	0.6	0.7	-1	0	4	3	1.7	18	16
CCNc1nc(NCC)nc(N(CC)C(N)=S)n1	-0.2	-0.5	-1	-1	0	-6	-1.5	10	-3
O=C1/C(=C/c2ccco2)SC(=S)N1c1cccnc1	0.8	3.4	2	3	3	2	-1.6	-12	-16
CCOc1ccc(C(=O)Nc2ncccc2Cl)cc1	-1.0	-0.3	-1	0	4	1	-0.1	-16	0
CCOC(=O)N1CCN(c2c(-c3ccc(C)c(C)c3)c(=O)c2=O)CC1	-0.3	-1.2	2	-2	2	-5	0.1	14	-2
CC12CCC(C(=O)N/N=C/c3ccc(O)cc3O)(OC1=O)C2(C)C (centres undefined)	0.9	1.5	-6	2	-3	0	-14	51	20
Cc1cc(C)nc(NC(=O)NS(=O)(=O)N2CCCCCC2)n1	0.4	1.8	-4	1	2	4	1.2	9	10
c1ccc(C2(Cn3ccc4ccccc43)OCCO2)cc1	0.9	-1.8	5	-4	6	-3	-3.3	-7	3
COc1ccc(-c2nc(SCc3ccccc3)n(C(=O)c3ccco3)n2)cc1	-1.1	-2.1	-3	0	1	5	1.3	12	-7
O=C(O)C1(c2ccccc2)CCN(S(=O)(=O)c2cccs2)CC1	1.1	0.1	-3	2	5	6	0.2	11	5

(more compounds)
SMILES	TRPML3 agonist	TRPN1 ag	Ba/F3 V617F tox	Wee1 degr inh	BaF3 parental	RBBP9 inh	TNF death inh	CHOP inhibitor	PPC-1+TRAIL kill
COc1ccc(C(=O)N/N=C/c2c(CO)cnc(C)c2O)cc1	0.4	1.8	-2	-4	-1	-7	-1.0	38	7
Cc1cccc(NC(=O)c2ccc(NCCO)c([N+](=O)[O-])c2)n1	0.7	1.1	1	-2	-12	2	-0.1	26	11
O=C(Nc1ccccc1)N1CCN(c2ccccn2)CC1	1.0	0.7	6	0	7	-6	-0.9	-21	19
COc1ccc(CCNS(=O)(=O)c2cn(C)c(=O)n(C)c2=O)cc1	-0.4	0.4	-1	-1	2	-11	0.5	-26	-2
Cc1ccc(CN2CCN(c3ncccn3)CC2)o1	0.4	0.6	1	1	4	-1	0.3	27	12
COc1ccc(O)c(/C=N/N2CCOCC2)c1	0.7	-0.2	-1	3	-1	-5	1.0	3	13
O=C(O)c1cc(-c2ccc(/C=N/Nc3ccc([N+](=O)[O-])cn3)o2)ccc1Cl	0.8	0.3	1	-2	11	2	0.4	5	16
O=C(N/N=C/c1cc([N+](=O)[O-])ccc1Cl)c1cc(-c2ccccc2)nc2ccccc12	0.8	1.5	-2	-1	0	5	-2.0	9	-2
CCOC(=O)c1cnn(CCOC(=O)C2CC2)c1NC(=O)C1CC1	0.8	0.3	-1	0	1	-6	-0.4	30	10
CCN(CC)CCN(C(=O)c1ccc(N2C(=O)CCC2=O)cc1)c1nc2cc3c(cc2s1)OCCO3	1.3	-0.2	2	3	5	2	2.0	11	19
COc1ccc(Cn2nnnc2C(c2cccs2)N2CCCCCC2)cc1 (centres undefined)	-0.4	-0.5	3	-2	2	-8	-0.6	57	0
Cn1cc(/C=N/NC(=O)c2cccc([N+](=O)[O-])c2)c2ccccc21	0.1	1.3	1	4	14	-7	1.6	-1	14
